# HCV inhibitor: blocks hepatitis C virus | 3.4% of 340,000 active | Potency, µM (top dose mostly 41.8 µM), for the others: at the top dose activity change, negative = inhibition, actives largely listed as inhibitors | Huh7.5.1 HCVcc-Cre infection, luciferase reporter, 44 h | AID 651820; also: potency is read from the fitted curve at half-maximal effect
#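 Compounds are dispensed onto cells plated 4 h earlier at 1,000 per well, with HCVcc-Cre virus (about 0.5 moi) added next. Following 44 h of culture, luminescent signal is measured for 15 sec after 15 min with substrate at room temperature.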
# Giardia FBPA inh: blocks Giardia fructose-bisphosphate aldolase activity | Potency, µM (titrated, usually from 59.6 µM), for the others: top-dose activity, negative = inhibition, hits mostly inhibitors | A8B2U2 | AID 2451 | 0.71% of 290,000 active | purified Giardia FBPA; also: potency is read from the fitted curve at half-maximal effect; nearly all actives have a fitted effect of over 55% in size
# Target sequence (A8B2U2 whole entry, looked up): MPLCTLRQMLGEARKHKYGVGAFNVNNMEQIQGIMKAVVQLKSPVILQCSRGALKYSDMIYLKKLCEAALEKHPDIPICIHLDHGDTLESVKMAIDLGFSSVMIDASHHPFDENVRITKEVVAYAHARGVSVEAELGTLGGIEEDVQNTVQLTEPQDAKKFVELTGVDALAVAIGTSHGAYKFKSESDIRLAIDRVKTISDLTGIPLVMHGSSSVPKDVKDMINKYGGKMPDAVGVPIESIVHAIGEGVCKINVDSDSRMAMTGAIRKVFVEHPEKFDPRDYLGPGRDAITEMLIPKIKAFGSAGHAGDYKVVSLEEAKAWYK
#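 40 nM FBPA preincubated 10 min at RT with compound (up to 57.5 uM final), then substrate plus GAPDH/TPI/NAD/arsenate coupling and diaphorase/resazurin added. Fluorescence read after 20 min at RT, 525/598 nm.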
# Sm TGR block: inhibitors of Schistosoma mansoni thioredoxin glutathione reductase | Potency, µM (series often up to 114 µM), inactives show at the highest dose activity change, negative = inhibition, usual class: inhibitors | purified TGR, DTNB reduction, TNB absorbance 405 nm | Q962Y6 | 3% of 360,000 active | AID 485364; also: potency is read from the fitted curve at half-maximal effect; nearly all actives have a fitted effect of over 60% in size
#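 First, TGR (20 nM dispensed) and NADPH were mixed with compound. Second, a 15 min room-temperature incubation followed. Third, further NADPH and then DTNB were added to start the reaction. Finally, TNB absorbance was monitored kinetically.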
# AmpC detergent: AmpC beta-lactamase inhibition with detergent present. P00811. AmpC hydrolysis of nitrocefin, absorbance 480 nm, 0.01% Triton. Potency, µM (series often up to 114 µM), without a hit: at the highest dose activity change, negative = inhibition, actives largely listed as inhibitors. 0.041% of 370,000 active. AID 485294;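 also: potency is read from the fitted curve at half-maximal effect; 0% = no-compound wells and -100% = no-enzyme wells; nearly all actives have a fitted effect of over 25% in size; some results filed as inactive show a strong effect at the top dose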
# Target sequence (P00811 whole entry, looked up): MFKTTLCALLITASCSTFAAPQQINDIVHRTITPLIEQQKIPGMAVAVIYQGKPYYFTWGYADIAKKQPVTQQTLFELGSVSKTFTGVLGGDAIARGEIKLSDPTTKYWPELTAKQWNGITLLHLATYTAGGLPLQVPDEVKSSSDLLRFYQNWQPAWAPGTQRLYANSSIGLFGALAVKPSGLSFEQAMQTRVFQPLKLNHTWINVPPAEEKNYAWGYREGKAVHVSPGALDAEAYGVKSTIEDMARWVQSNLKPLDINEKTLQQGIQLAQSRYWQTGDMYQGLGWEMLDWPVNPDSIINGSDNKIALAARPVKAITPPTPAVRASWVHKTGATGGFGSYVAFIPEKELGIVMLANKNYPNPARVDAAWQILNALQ
#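 20 mM phosphate pH 7.0 + 0.01% (detergent screen) or 0.0001% Triton X-100; 5.3 nM AmpC reagent; cpd preinc 15 min RT; nitrocefin (800 uM stock) to start; A480 q20 s × 4 min; Activity was normalised to no-enzyme and no-compound control wells.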
# AmpC inh no detg: AmpC beta-lactamase inhibition without detergent | AID 485341 | 0.52% of 330,000 active | AmpC nitrocefin hydrolysis, absorbance 480 nm, 0.0001% Triton | Potency, µM (titrated, usually from 57.1 µM), for inactives: top-dose activity change, negative = inhibition, usual class: inhibitors | P00811;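 also: potency is read from the fitted curve at half-maximal effect; plate controls were no compound for no effect and no enzyme for full effect; nearly all actives have a fitted effect of over 20% in size; some results filed as inactive show a strong effect at the top dose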
#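 20 mM phosphate pH 7.0 + 0.01% (detergent screen) or 0.0001% Triton X-100; 5.3 nM AmpC reagent; cpd preinc 15 min RT; nitrocefin (800 uM stock) to start; A480 q20 s × 4 min; Activity was normalised to no-enzyme and no-compound control wells.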
# HCMV antiviral: blocks human cytomegalovirus replication; 4.5% of 410,000 active; HFF cells, HCMV-luciferase reporter, 72 h; stronger effect = lower value; activity change, negative = inhibition, % at 57.5 µM; in the data active = activity change below about -60%; inconclusive = no clear call, values can overlap the other calls; inactive = above about -39%
#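 Two-dose cell screen: HFF monolayers treated with compounds and infected with luciferase-expressing HCMV at 1 PFU/cell, 72 h at 37C, then lysed for luciferase measurement.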
# The depositor's hits bear a star; ? = inconclusive; nt = no result given; [ ] = remark or other dose. Unless noted, calls follow the shape of the dose curve; as a rule, active = well fitted curve in the direction sought with a large enough effect; inconclusive = small, poorly fitted or top-dose-only effect, or another doubt; inactive = no such curve, though single readings can be large; an effect the other way counts as inactive or inconclusive. Unless noted, % is scaled to controls: 0 for no effect and ±100 for the full control effect.
SMILES,HCV inhibitor,Giardia FBPA inh,Sm TGR block,AmpC detergent,AmpC inh no detg,HCMV antiviral
CCOC(=O)c1ccc(N2C(=O)c3[nH]nc(-c4ccc(OCC)cc4)c3C2c2ccc(OC)cc2OC)cc1 (centres undefined),nt,nt,-7%,-11%,nt,8
Cc1ccc(/C=C2\C(=O)NC(=S)N(c3ccc(F)cc3)C2=O)o1,6%,?,1.6µM*,-2%,-36%,-10
O=C(CNC(=O)c1ccco1)OCc1ccccc1F,12%,nt,nt,nt,-17%,12
CN(C)CCCN(C(=O)c1ccco1)c1nc2c(F)cccc2s1,-19%,-5%,-5%,-3%,-2%,-35
O=C(O)c1ccc(S(=O)(=O)N(CCc2ccccc2)Cc2ccc(Cl)cc2)cc1,10%,11%,-4%,-2%,-4%,33
O=C(Nc1cccc(S(=O)(=O)NC2=NCCC2)c1)c1cnc(Cl)c(Cl)c1,?,nt,-11%,1%,-47%,-16
O=C(Cc1ccccc1)NNC1=NS(=O)(=O)c2ccccc21,-15%,-2%,-4%,-3%,-4%,-9
O=C(Nc1ccc(F)cc1)N1CCC(c2nc3c(nnn3Cc3cccc(Cl)c3)c(=O)[nH]2)CC1,-29%,0%,0%,-10%,18%,?
COc1ccc2ccccc2c1C(O)c1nccn1C (centres undefined),6%,?,-10%,-14%,-17%,22
O=C(COC(=O)C(Cc1ccccc1)NC(=O)c1cccs1)NCc1ccccc1 (centres undefined),13%,nt,-3%,5%,17%,11
Cc1ccc(N=Cc2ccc(N(C)C)cc2)cc1,-7%,-16%,-8%,?,-12%,37
CC(C)C[C@H](NC(=O)c1nc[nH]c1C(=O)N1CCN(C(=O)OC(C)(C)C)CC1)C(=O)OCc1ccccc1,15%,-26%,-22%,4%,199%[activator],21
Cc1c(NC(=O)CSc2ccccc2F)c(=O)n(-c2ccccc2)n1C,15%,4%,0%,-3%,-10%,0
O=C(Nc1ccc(CN2CCOCC2)cc1)c1ccc(Br)o1,12%,-2%,-19%,2%,-2%,67
COc1ccc(C(=O)CCC(=O)Nc2cc(Cl)c(O)c(Cl)c2)cc1,-6%,-20%,35µM*,-6%,-37%,-37
COC(=O)c1[nH]c2cc(OC)c(OC)cc2c1/C=N/Nc1ccccc1,10µM*,-2%,-25%,-5%,20%,100
COc1ccc(CN2C(=O)c3cccnc3C2=O)cc1S(=O)(=O)N(C)c1ccc(C)cc1,19%,-11%,0%,-1%,34%,-4
COc1ccccc1NC(=O)c1nn(-c2ccc(Cl)cc2)ccc1=O,3%,-2%,-10%,2%,-12%,5
O=C1c2ccccc2C(=O)N1CCOc1ccccc1Br,-3%,nt,6%,0%,-22%,-25
O=C(CSc1nnnn1C1CCCCC1)Nc1ccc2c(c1)OCO2,5%,4%,6%,7%,-32%,-6
COc1ccc(N(CC(=O)N2CCCCC2)S(=O)(=O)c2ccc(OC)c(OC)c2)cc1,nt,nt,0%,-1%,nt,-3
Cc1ccc(C)c(S(=O)(=O)C(C#N)c2nc3ccccc3nc2N2CCOCC2)c1 (centres undefined),6%,-1%,-23%,-2%,-23%,-4
CCCOc1ccc(C(=O)Nc2cc3nn(-c4ccc(CC)cc4)nc3cc2C)cc1,nt,nt,1%,-1%,nt,4
CCOC(=O)c1cnc(SCCN2CCOCC2)nc1N,6%,4%,2%,-7%,-16%,-29
CCOc1ccc(NC(=O)c2ccc(N3CC4CC(C3)c3cccc(=O)n3C4)c(NC(=O)c3ccncc3)c2)cc1 (centres undefined),-1%,17%,-6%,-7%,144%[activator],?
CSCC[C@H](NC(=O)[C@H](Cc1ccccc1)n1c(=O)[nH]c2ccccc2c1=O)C(=O)N1CCC(C(=O)O)CC1,6%,-5%,-6%,?,-4%,9
Cc1ccccc1-c1nc2sc(C)c(C)c2c(=O)o1,0%,8%,5%,-7%,-11%,51
O=C(COC(=O)CCc1ccccc1)Nc1ncc(Cl)cc1Cl,25%,5%,-7%,-5%,-19%,-1
O=C(CSc1nnc(-c2ccco2)n1Cc1ccccc1)OC1CCCCC1,-13%,0%,-25%,-2%,9%,-20
COc1ccc(CC(=O)Nc2ccc(-c3cn4cccc(C)c4n3)cc2)cc1OC,10µM*,1%,-10%,-5%,31%,-17
O=c1cc(-c2cccc(Br)c2)nc(-c2ccccc2F)o1,4%,14%,-28%,?,-7%,-18
CCc1nc(C)cn1S(=O)(=O)c1cc(C)c(OC)c(C)c1C,2.8µM*,-1%,0%,-14%,42%,-76*
Cc1ccc(CNc2nnnn2C)cc1,14%,5%,-12%,5%,-8%,34
CNC(=O)CO/N=C/c1ccc(N(C)C)cc1,6%,4%,1%,?,2%[11.4 µM],57
Cc1nc(C(=O)NC2CC2)sc1C1(C)CC(c2ccccc2)=NO1 (centres undefined),14%,2%,-3%,-8%,10%,8
O=C(N/N=C/c1cccc(O)c1)c1ccccc1O,13%,-4%,3%,3%,-38%,16
COC(=O)c1ccc(OC(=O)c2ccco2)cc1,4%,3%,-1%,-2%,-7%,32
COC(=O)c1ccc(C2CC(=O)Nc3cc(OC)c(OC)c(OC)c32)cc1 (centres undefined),0%,-10%,-9%,-13%,-18%,106
CCCNC(=O)c1noc2c1CCc1cc(OC)ccc1-2,?,-9%,-14%,3%,-46%,82
CCCc1c(O)c2ccccc2n(-c2ccccc2)c1=O,0%,-20%,1%,-1%,-21%,-11
CCOC(=O)c1c(C(F)(F)C(F)(F)C(F)(F)C(F)(F)F)n[nH]c1C,16%,-22%,-16%,0%,6%,-3
COc1ccc(CCNC(=O)Cn2nnc(-c3ccccc3F)n2)cc1OC,7%,4%,1%,-11%,-3%,13
O=C(COC(=O)Cc1c[nH]c2ccccc12)Nc1ccccc1,1%,-5%,1%,-8%,-9%,17
O=C(/C=C/N1CCOCC1)c1cc2ccccc2o1,19%,1%,?,-5%,-45%,115
Cc1cc(C)n(-c2nc3ccccc3n3cnnc23)n1,11%,-6%,-18%,-7%,-13%,17
CCn1c(SCC(=O)Nc2ccc3c(c2)OCCO3)nnc1-c1ccco1,9%,-21%,0%,-9%,-25%,-17
CCOc1c2ccc(C(=O)NCCCCc3ccccc3)cc2nn1C,-8%,6%,3%,7%,-5%,-5
O=C(c1cc2cc(Br)ccc2oc1=O)N1CCN(c2ccccn2)CC1,nt,-9%,2%,-16%,-5%,-10
Cc1csc(NC(=O)COc2ccc3c(C)cc(=O)oc3c2)n1,-23%,4%,7%,-7%,-18%,65
Cc1cc(NC(=O)CCCN2C(=O)/C(=C/c3cccs3)SC2=S)no1,14%,4%,-4%,0%,-5%,?
Cc1cccc(NC(=O)NNC(=O)c2cc(-c3ccccc3Cl)nc3ccccc23)c1,?,1%,6%,0%,-27%,nt
O=C(NC1CCCCC1)N1CCN(S(=O)(=O)c2ccc(F)cc2)CC1,19%,2%,6%,5%,-3%,4
COc1ccc(NC(=O)CN2C(=O)N(C)Cc3ccccc32)c(C)c1,16%,11%,9%,?,-12%,?
CCOc1ccc(CNC(=O)Nc2ccccc2)cc1,?,7%,0%,0%,-13%,26
CC(=O)c1cccc(NC(=O)C(CC(C)C)NS(=O)(=O)c2ccc3c(c2)CCN3C(C)=O)c1 (centres undefined),nt,nt,-15%,1%,nt,3
CN1CCN(C(=S)c2cn(CCOc3ccccc3F)c3ccccc23)CC1,?,-3%,-12%[57.1 µM],1%,153%[activator],60
Clc1ccc(SCCCN2CCCCC2)cc1,?,?,3%,-9%,21%,?
CC(C)[C@H](NC(=O)c1ccco1)C(=O)Nc1ccc(OC(F)F)cc1,-17%,0%,-1%,-9%,-19%,72
COc1cc2c(cc1OC)C(c1cc3cc4c(cc3[nH]c1=O)OCO4)N(C(=O)C(C)C)CC2 (centres undefined),?,-2%,-1%,7%,54%,102
Cc1cc(NC(=O)CSc2nnc(CNC(=O)c3ccc(C(C)(C)C)cc3)o2)no1,2%,-3%,-12%,?,9%,1

# Given with tabs: entries from further up
mol	HCV inhibitor	Giardia FBPA inh	Sm TGR block	AmpC detergent	AmpC inh no detg	HCMV antiviral
O=C(O)c1ccc(S(=O)(=O)N(CCc2ccccc2)Cc2ccc(Cl)cc2)cc1	10%	11%	-4%	-2%	-4%	33
COc1ccc(NC(=O)CN2C(=O)N(C)Cc3ccccc32)c(C)c1	16%	11%	9%	?	-12%	?

# (cont.)
SMILES,HCV inhibitor,Giardia FBPA inh,Sm TGR block,AmpC detergent,AmpC inh no detg,HCMV antiviral
CC1CCN(C(=O)c2ccc(NC(=O)c3cccs3)cc2)CC1,5%,-3%,-4%,-10%,-23%,-25
CCCCCCN1C=CC=C/C1=C/C=C(C#N)C#N,?,-14%,-5%,-11%,-5%,?
COc1ccc(C(=O)Nc2ccc(NC(=O)c3cnccn3)cn2)cc1,13µM*,-5%,6%,-2%,-17%,13
CCC(C)(C)NC(=O)CN(C(=O)CCC(=O)Nc1nccs1)c1ccc2c(c1)OCCO2,3%,4%,1%,5%,-12%,-40

# Structures from the list above with an NH in an aromatic ring:
SMILES,HCV inhibitor,Giardia FBPA inh,Sm TGR block,AmpC detergent,AmpC inh no detg,HCMV antiviral
CCOC(=O)c1ccc(N2C(=O)c3[nH]nc(-c4ccc(OCC)cc4)c3C2c2ccc(OC)cc2OC)cc1 (centres undefined),nt,nt,-7%,-11%,nt,8
O=C(Nc1ccc(F)cc1)N1CCC(c2nc3c(nnn3Cc3cccc(Cl)c3)c(=O)[nH]2)CC1,-29%,0%,0%,-10%,18%,?
CC(C)C[C@H](NC(=O)c1nc[nH]c1C(=O)N1CCN(C(=O)OC(C)(C)C)CC1)C(=O)OCc1ccccc1,15%,-26%,-22%,4%,199%[activator],21
COC(=O)c1[nH]c2cc(OC)c(OC)cc2c1/C=N/Nc1ccccc1,10µM*,-2%,-25%,-5%,20%,100
CSCC[C@H](NC(=O)[C@H](Cc1ccccc1)n1c(=O)[nH]c2ccccc2c1=O)C(=O)N1CCC(C(=O)O)CC1,6%,-5%,-6%,?,-4%,9
CCOC(=O)c1c(C(F)(F)C(F)(F)C(F)(F)C(F)(F)F)n[nH]c1C,16%,-22%,-16%,0%,6%,-3
O=C(COC(=O)Cc1c[nH]c2ccccc12)Nc1ccccc1,1%,-5%,1%,-8%,-9%,17
COc1cc2c(cc1OC)C(c1cc3cc4c(cc3[nH]c1=O)OCO4)N(C(=O)C(C)C)CC2 (centres undefined),?,-2%,-1%,7%,54%,102
